Myeloid diff MLP: compounds promoting myeloid differentiation; ER-HoxA9 myeloid progenitors, lysozyme-GFP differentiation, flow cytometry; calls only at 10 µM; 360,000 compounds, 1% hits;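 active means normalized GFP-positive differentiation at or above the plate's own cutoff, the solvent-only control mean plus 3 SD; inconclusive means no clear call, values can overlap the other calls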;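 further: cells exposed to compound for four days before flow analysis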
MgcRacGAP inhibition: MgcRacGAP GTPase-activating activity inhibitors, confirmation, biochemical, ADP Hunter fluorescence | MgcRacGAP-stimulated Rac1 GTP hydrolysis, ADP Hunter fluorescence; higher % means a stronger effect; GST-tagged Rac1 F28L mutant substrate | one-dose inhibition, % at 30 µM; IC50 in µM for titrated hits | 340,000 compounds, 0.6% hits | AID 624330;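 active means first-screen hits whose inhibition reached a set limit at any dose in the follow-up dose series; inconclusive means inhibition above the set first-screen limit but never retested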;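 further: fluorescence reports GDP produced by GAP-driven GTP hydrolysis; strong numbers were not always called active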
Myeloid diff MLP GFP+ MAC1+ %: second read-out of Myeloid diff MLP, no call of its own (marks repeat the call); GFP+ MAC1+ double positive, %; measured here: differentiation confirmed by MAC1 staining
Starred values were filed as active, the others as inactive; i = inactive; ? = inconclusive; / = no result given. Some of the compounds tested (hit frequency here may not be typical).

Every second line gives: Myeloid diff MLP, Myeloid diff MLP GFP+ MAC1+ %, MgcRacGAP inhibition
COc1ccc(CN2CCC[C@]3(N[C@H](c4ccc(C(F)(F)F)cc4)[C@@H]4C(=O)N(C)C(=O)[C@@H]43)C2=O)cc1
  i, 0.9, 14%
O=C(Cc1ccc([N+](=O)[O-])cc1)Oc1ccccc1
  i, 0.9, 3%
CCOC(=O)c1c(NC(=O)CN2CCN(c3cccc(Cl)c3)CC2)sc(C)c1C
  i, 0.7, 6%
Nc1nc(SCC(=O)N2N=C3/C(=C\c4ccco4)CCCC3C2c2ccco2)n[nH]1 (stereo not drawn)
  i, 1.2, 7%
C[C@@H]1CCCCO[C@H](CN(C)Cc2ccccc2)[C@@H](C)CN([C@H](C)CO)C(=O)c2cc(NS(=O)(=O)c3ccc(Cl)cc3)ccc2O1
  i, 1.6, 14%
Cc1cccc(-c2ccc3[nH]c4c(c3c2)CCN2C[C@H]3[C@H](C)ON(C)[C@H]3C[C@@H]42)c1
  i, 2.9, 13%
Cc1cc(NS(=O)(=O)c2ccc(NC(=O)c3ccc([N+](=O)[O-])cc3)cc2)nc(C)n1
  i, 0.3, 8%
C=CCn1c(SCC(=O)Nc2ccc(Br)cc2)nc(O)cc1=O
  i, 0.4, 2%
COc1cc2nc3n(c(=O)c2cc1OC)-c1ncccc1C(=O)NC3Cc1ccccc1 (stereo not drawn)
  i, 0.6, 3%
CC(=O)Nc1ccc(NCc2ccc(-c3ccccc3)cc2)cc1
  i, 0.4, 14%
COc1ccc(NC(=O)CCN(c2ccc(OC)cc2)S(=O)(=O)c2ccc(C)c(C)c2)cc1
  i, 1.0, 4%
Cc1c(C(=O)Nc2nccs2)oc2ccccc12
  i, 0.9, 5%
COC(=O)C=C1CCC2C3CCC4=CC(=O)C(Br)CC4(C)C3C(=O)CC12C (stereo not drawn)
  ?, /, -2%
CCOc1ccc(-c2cccc(NS(=O)(=O)c3cccc([N+](=O)[O-])c3)c2)nn1
  i, 0.5, 15%
COc1ccccc1CCNC(=O)CSCC(=O)Nc1ccccc1F
  i, 0.8, 2%
Cn1c(=NC(=O)CS(=O)(=O)c2ccccc2)sc2cc(F)ccc21
  i, 0.9, 4%
Cc1cccc(-c2nnc(-c3ccc4ccccc4c3)o2)c1
  i, 0.5, 9%
O=C(Nc1cc(S(=O)(=O)N2CCOCC2)ccc1N1CCOCC1)c1cccc(Cl)c1
  i, 0.7, 16%
C[C@@H]1CN([C@H](C)CO)C(=O)c2cc(-c3ccccc3)cnc2O[C@@H]1CN(C)C(=O)C1CCOCC1
  i, 0.8, -8%
CCOC(=O)c1ccccc1NC(=O)CN1CCC(n2nnc3cc(F)ccc32)CC1
  i, 0.0, 7%
CCN(C(=O)COC(=O)CSc1ccc(C)cc1C)c1c(N)n(Cc2ccccc2)c(=O)[nH]c1=O
  i, 0.9, 8%
O=C(NCc1cccnc1)C(=O)NCC1OCCCN1S(=O)(=O)c1cc(F)ccc1F (stereo not drawn)
  i, 0.5, 5%
COc1ccc(-c2nn(-c3ccccc3)cc2/C=C/C(=O)N(C)CC(=O)Nc2cccc(F)c2)cc1OC
  i, 0.9, 7%
CC(C=NNC(=O)C(=O)NN=CC(C)=Cc1ccccc1)=Cc1ccccc1
  i, 0.8, 3%
COc1ccc2c(c1C)CCC(C)(C#N)C2=O (stereo not drawn)
  i, 0.2, -2%
COCOCCn1cc(CN2CCS(=O)(=O)N(Cc3ccc(-c4ccc(Cl)nc4)cc3)C(C)C2=O)nn1 (stereo not drawn)
  i, 0.3, 14%
CC(C)CN(C(=O)COC(=O)c1cc(=O)[nH]c2ccccc12)c1c(N)n(Cc2ccccc2)c(=O)[nH]c1=O
  i, 1.0, 4%
O=C(O)c1ccc(C=NN=Cc2ccco2)cc1
  i, 1.5, 2%
CCCCCCn1c(=O)n2n(c1=O)[C@@H]1CN(S(=O)(=O)c3ccc(C)cc3)C[C@]1(O)[C@@H](OC(=O)Nc1cccs1)C2
  i, 0.1, 12%
Cc1ccc(S(=O)(=O)Oc2ccccc2-c2ccccc2)cc1
  i, 2.0, -2%
CC(=O)N1CCCc2cc(S(=O)(=O)N(C)CC(=O)Nc3ccccc3)ccc21
  i, 0.4, 0%
CCN1C[C@@H]2[C@@H]3C(=O)N(Cc4ccccc4)C(=O)[C@@H]3[C@](CC)(C1=O)N2C(=O)c1ccc(F)cc1
  i, 1.3, 4%
CC1=CC2=C(C=O)C(=O)C(C)(O)C(O)C2=CO1 (stereo not drawn)
  i, 1.1, 7%
CCOC(=O)N1CCN(S(=O)(=O)N2CCCC(C(=O)NCc3cc(OC)ccc3OC)C2)CC1 (stereo not drawn)
  i, 1.0, 17%
COC(=O)CC1(C(=O)OC)Nc2cc(Cl)c(Cl)cc2S(=O)(=O)N1O (stereo not drawn)
  i, 1.9, 5%
COc1ccccc1S(=O)(=O)N(C)C[C@H]1OCc2cnnn2CCCC(=O)N([C@H](C)CO)C[C@H]1C
  i, 1.1, 7%
CCOC(=O)c1cc(-c2ccccc2)nc2c(O)cccc12
  i, 1.3, 6%
CC1CC(C)C(=NNC(N)=O)C(C(O)CC2CCC(=O)NC2=O)C1 (stereo not drawn)
  ?, /, 0%
COc1cccc(C=Cc2nccc3ccccc23)c1OC
  i, 1.4, 5%
Cc1cnc(C(=O)N2CCN(S(=O)(=O)c3cc(C(F)(F)F)cc(C(F)(F)F)c3)CC2)cn1
  i, 0.4, 3%
CCN1C[C@@H]2[C@@H]3C(=O)N(Cc4ccccc4)C(=O)[C@@H]3[C@](CC)(C1=O)N2C(=O)c1ccc(Cl)c(Cl)c1
  i, 0.7, 8%
O=Nc1c(-c2ccccc2)n(O)[n+]([O-])c1-c1ccccc1
  i, 0.1, 10%
CC1(C)CC(=O)C2=C(C1)OC1=C(C(=O)CC(C)(C)C1)C2c1cccc([N+](=O)[O-])c1
  i, 0.6, 3%
COc1ccc(C(=Cc2ccccc2)C(=O)O)cc1
  i, 1.5, 9%
Cc1ccc(S(=O)(=O)NCC(=O)NCC(=O)NCCc2ccc(Cl)cc2)cc1C
  i, 0.7, 7%
COc1ccc(CN2C(=O)C(CC(=O)NCc3ccco3)CC(C(=O)N3CCOCC3)=C2C)cc1 (stereo not drawn)
  i, 1.4, 12%
CN1c2ccccc2-c2ccccc2S1(=O)=O
  i, 2.0, 8%
O=C1CSC(=S)N1Nc1ccccc1
  i, 0.6, 54µM*
O=C(O)c1cc([N+](=O)[O-])ccc1-c1ccc([N+](=O)[O-])cc1C(=O)O
  i, 1.7, 9%
Cc1cc(C)c2c(c1)CC(C)(C)CC2=O
  i, 0.3, 11%
CC1C(=O)N(Cc2cn(CCC3OCCO3)nn2)CCS(=O)(=O)N1Cc1ccc(-c2ccc(F)nc2)cc1 (stereo not drawn)
  i, 1.2, 14%
Cc1ccnc(NC(=O)c2cccc(NC(=O)c3ccc(Cl)cc3)c2)c1
  i, 0.5, 1%
O=C(Nc1ccc2ccccc2c1)c1ccccc1[N+](=O)[O-]
  i, 1.0, 7%
O=C(CCC(C(=O)c1ccccc1)c1ccccc1)c1ccccc1 (stereo not drawn)
  i, 0.9, 9%
CCOC(=O)C1CCCC12Nc1cccc3cccc(c13)N2 (stereo not drawn)
  i, 0.0, 15%
O=C(CCNC(=O)N1CC(=O)Nc2ccccc21)NCc1ccccc1Cl
  i, 0.7, -32%
Oc1c(Cl)cc(Oc2cc(Cl)c(O)c(CN3CCOCC3)c2)cc1CN1CCOCC1
  i, 0.8, 8%
NC(=O)N1CCN(CCCN2c3ccccc3Sc3cc(Cl)ccc32)CC1
  i, 0.8, 11%
COc1ccc(C(=O)NCC(C)(C)N2CCOCC2)cc1S(=O)(=O)NCc1ccc(Cl)cc1
  i, 0.4, 4%
Cc1ccc2c(c1)CCO[C@@]21O[C@H](CCO)C[C@H](O)[C@H]1O
  i, 0.5, 11%

Remaining list, next part.
Every second line gives: Myeloid diff MLP, Myeloid diff MLP GFP+ MAC1+ %, MgcRacGAP inhibition
C/C(=N\Nc1ccc(Cl)nn1)c1ccccc1O
  i, 1.1, 8%
COC(=O)C(CCC(=O)CN1C(=O)c2ccccc2C1=O)N1C(=O)c2ccccc2C1=O (stereo not drawn)
  i, 0.7, 3%
C[C@H]1CN([C@@H](C)CO)C(=O)c2cc(-c3cccnc3)cnc2O[C@H]1CN(C)Cc1ccc(Oc2ccccc2)cc1
  i, 0.6, 9%
CCOC(=O)c1ccc(NC(=S)P(=O)(c2ccccc2)c2ccccc2)cc1
  i, 0.2, 7%
O=C(Cc1ccc(S(=O)(=O)N2CCOCC2)s1)N1CCN(S(=O)(=O)c2ccccc2[N+](=O)[O-])CC1
  i, 0.8, 10%
CSc1ccccc1C(=O)OCC(=O)NC1CCCCCCC1
  i, 0.8, -31%
C[C@H]1CN([C@@H](C)CO)C(=O)CCCn2nncc2CO[C@@H]1CN(C)C(=O)Nc1ccc2c(c1)OCO2
  i, 0.0, 15%
CCN(CC)C(=O)C1=C(C)N(CCCOC)C(=O)C(CC(=O)NCCCCc2ccccc2)C1 (stereo not drawn)
  i, 2.2, 8%
CC(C)(C)OC(=O)[C@H](Cc1ccccc1)NC(=O)c1ncn2c1c(=O)[nH]c1ccc(Br)cc12
  i, 2.0, 17%
CC(C)NC(=O)c1ccc(COc2cccc3ccccc23)o1
  i, 0.7, 4%
COc1ccc(NC(=O)c2c[nH]c(=O)n(-c3ccc(C)c(C)c3)c2=O)c(OC)c1
  i, 1.4, 15%
COc1ccc2c(c1)[C@H]1[C@H](CO2)[C@H](c2ccccc2)[C@@]2(C)C(=O)N[C@H](C)C(=O)N12
  i, 0.6, 6%
CC(=O)Nc1cccc2ccc(O)cc12
  i, 1.3, -7%
COc1ccc(-c2ccc(CN3C(C)C(=O)N(Cc4cn(CCC5OCCO5)nn4)CCS3(=O)=O)cc2)cc1OC (stereo not drawn)
  i, 0.3, 12%
CCCCN1C=C(C(=O)OCC)C(=O)CC1
  i, 0.5, 7%
Cc1cc(C(=O)Nc2ccncc2)c(C)o1
  i, 2.1, -7%
O=C(COC(=O)/C=C/c1ccc2c(c1)OCO2)NCc1ccc(F)cc1
  i, 2.1, 26%
CCn1c(SCC(=O)N2CCCC2=O)nc2ccccc21
  i, 0.5, 14%
COCCN(C(=O)Cc1csc(-c2cccc(Cl)c2)n1)c1c(N)n(Cc2ccccc2)c(=O)[nH]c1=O
  i, 1.2, -1%
CCN(CC)CCCN1C(=O)C(=O)/C(=C(/O)c2c(C)nc3ccccn23)C1c1ccc(C)o1 (stereo not drawn)
  i, 0.4, 7%
COc1cccc(C2CC(c3ccccc3Cl)Nc3ncnn32)c1 (stereo not drawn)
  i, 0.8, 1%
F[B-](F)(F)COc1ccccc1
  i, 1.5, -1%
C[C@@H]1CN([C@@H](C)CO)C(=O)CCCn2nncc2CO[C@H]1CN(C)S(=O)(=O)c1ccc2ccccc2c1
  i, 2.1, -11%
O=C(O)c1cc2ccc(O)cc2oc1=O
  i, 0.7, 5%
COc1ccc([C@H]2C[C@H](n3cc(COC(=O)c4ccccc4)nn3)[C@@H](O)CN2C(=O)C2CCCCC2)cc1
  i, 2.1, 5%
COc1ccc(C(=O)NCC(C)(c2ccccc2)c2ccccc2)cc1S(=O)(=O)N1CCOCC1
  i, 0.5, 0%
CCCCN1CC(COCc2ccccc2)Oc2cc(Br)ccc2S1(=O)=O (stereo not drawn)
  i, 0.5, 9%
COc1cccc(N(CC(=O)N2CCN(Cc3ccccc3)CC2)S(C)(=O)=O)c1
  i, 1.1, 12%
Cc1ccc(C)c(Nc2nc3ccccc3[nH]2)c1
  i, 1.0, -2%
O=c1ccn(Cc2ccccc2)c(SCc2ccccc2)n1
  i, 1.0, 0%

Just MgcRacGAP inhibition and Myeloid diff MLP GFP+ MAC1+ %, for five of the compounds above:
mol	MgcRacGAP inhibition	Myeloid diff MLP GFP+ MAC1+ %
Cc1cc(C(=O)Nc2ccncc2)c(C)o1	-7%	2.1
O=C(COC(=O)/C=C/c1ccc2c(c1)OCO2)NCc1ccc(F)cc1	26%	2.1
CCn1c(SCC(=O)N2CCCC2=O)nc2ccccc21	14%	0.5
COCCN(C(=O)Cc1csc(-c2cccc(Cl)c2)n1)c1c(N)n(Cc2ccccc2)c(=O)[nH]c1=O	-1%	1.2
CCN(CC)CCCN1C(=O)C(=O)/C(=C(/O)c2c(C)nc3ccccn23)C1c1ccc(C)o1 (stereo not drawn)	7%	0.4

Further entries.
Every second line gives: Myeloid diff MLP, Myeloid diff MLP GFP+ MAC1+ %, MgcRacGAP inhibition
COc1ccc(C=NNC(=S)NC23CC4CC(CC(C4)C2)C3)cc1OC
  i, 0.7, 7%
O=C(c1ccc2c(c1)OCO2)N1CCN(CCN2C(=O)c3cccc4cccc(c34)C2=O)CC1
  i, 0.2, 7%
C[C@@H]1CN([C@H](C)CO)C(=O)c2c(c3ccccc3n2C)-c2ccccc2CO[C@H]1CN(C)C(=O)CCC(F)(F)F
  i, 1.7, 12%
O=c1oc2ccccc2c(=O)c2ccccc12
  i, 1.6, 3%

Looked up by structure from the entries so far:
Every second line gives: Myeloid diff MLP, Myeloid diff MLP GFP+ MAC1+ %, MgcRacGAP inhibition
CC(=O)Nc1ccc(NCc2ccc(-c3ccccc3)cc2)cc1
  i, 0.4, 14%
Cc1cc(C(=O)Nc2ccncc2)c(C)o1
  i, 2.1, -7%

From PubChem BioAssay
